Screening results from PubChem.
BAZ2B inh – BAZ2B (human) inhibition; AID 504333; AlphaScreen BAZ2B-H3K14Ac peptide displacement; Potency, µM (top dose mostly 114 µM), without a hit: at the top dose activity change, negative = inhibition, hits mostly inhibitors; hit rate 4.4% among 360,000; further: on the % scale 0 is the no-effect control and ±100 the full control effect; nearly all actives have a fitted effect of over 60% in size
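Protein-peptide AlphaScreen: BAZ2B 50 nM, b-H3K14Ac 50 nM, 1x PBS pH 7.4 + 0.01% Tween-20. Preincubation 30 min RT; cpd 30 min RT (top 110 uM); beads 20 min RT, light-protected.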
POLI inh – DNA polymerase iota (human) inhibition; Q9UNA4; Pol iota fluorescent replication assay, 10 min; Potency, µM (top dose mostly 115 µM), inactives show at the top dose activity, negative = inhibition, usual class: inhibitors; hit rate 1% among 390,000; AID 588590
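Pol iota at 10 nM preincubated 15 min with compounds at room temperature; reaction started with fluorescent substrate, 50 nM final. Fluorescence read kinetically at 0 and 10 min; buffer-only wells as negative control.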
Pol kappa inh – blocks human DNA polymerase kappa activity. Q9UBT6. hit rate 0.53% among 400,000. Potency, µM (highest dose often 107 µM), inactives show at the highest dose activity, negative = inhibition, most hits filed as inhibitors. AID 588579. purified Pol kappa, fluorescent DNA synthesis assay, 10 min; further: on the % scale 0 is the no-effect control and ±100 the full control effect
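10 nM Pol kappa preincubated 15 min at room temperature with compounds, then reaction started with substrate at 50 nM final. Fluorescence read kinetically at 0 and 10 min; buffer-only wells served as negative control.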
APE1 inh – blocks human APE1 abasic DNA cleavage; hit rate 0.35% among 350,000; AID 2517; recombinant APE1, TAMRA/BHQ-2 abasic DNA cleavage fluorescence; P27695; Potency, µM (doses to about 65.8 µM), inactives show at the top dose activity change, negative = inhibition, usual class: inhibitors;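 further: plate controls were vehicle for no effect and reference inhibitor for full effect; nearly all actives have a fitted effect of over 55% in size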
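Endonuclease cleavage of a quenched abasic-site DNA duplex (50 nM) by APE1 (0.75 nM) was tracked by TAMRA dequenching. Compounds were preincubated with enzyme 15 min at room temperature; data normalized to buffer-only and DMSO wells plus NSC13755 control.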
BLM helicase inh – Bloom syndrome helicase (human) inhibition; P54132; recombinant BLM DNA unwinding, fluorescence dequenching; Potency, µM (top dose mostly 56.1 µM), for the others: at the highest dose activity change, negative = inhibition, most hits filed as inhibitors; hit rate 0.2% among 350,000; AID 2528;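 further: plate controls were vehicle for no effect and no enzyme for full effect; nearly all actives have a fitted effect of over 35% in size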
Target sequence (P54132 whole entry, looked up): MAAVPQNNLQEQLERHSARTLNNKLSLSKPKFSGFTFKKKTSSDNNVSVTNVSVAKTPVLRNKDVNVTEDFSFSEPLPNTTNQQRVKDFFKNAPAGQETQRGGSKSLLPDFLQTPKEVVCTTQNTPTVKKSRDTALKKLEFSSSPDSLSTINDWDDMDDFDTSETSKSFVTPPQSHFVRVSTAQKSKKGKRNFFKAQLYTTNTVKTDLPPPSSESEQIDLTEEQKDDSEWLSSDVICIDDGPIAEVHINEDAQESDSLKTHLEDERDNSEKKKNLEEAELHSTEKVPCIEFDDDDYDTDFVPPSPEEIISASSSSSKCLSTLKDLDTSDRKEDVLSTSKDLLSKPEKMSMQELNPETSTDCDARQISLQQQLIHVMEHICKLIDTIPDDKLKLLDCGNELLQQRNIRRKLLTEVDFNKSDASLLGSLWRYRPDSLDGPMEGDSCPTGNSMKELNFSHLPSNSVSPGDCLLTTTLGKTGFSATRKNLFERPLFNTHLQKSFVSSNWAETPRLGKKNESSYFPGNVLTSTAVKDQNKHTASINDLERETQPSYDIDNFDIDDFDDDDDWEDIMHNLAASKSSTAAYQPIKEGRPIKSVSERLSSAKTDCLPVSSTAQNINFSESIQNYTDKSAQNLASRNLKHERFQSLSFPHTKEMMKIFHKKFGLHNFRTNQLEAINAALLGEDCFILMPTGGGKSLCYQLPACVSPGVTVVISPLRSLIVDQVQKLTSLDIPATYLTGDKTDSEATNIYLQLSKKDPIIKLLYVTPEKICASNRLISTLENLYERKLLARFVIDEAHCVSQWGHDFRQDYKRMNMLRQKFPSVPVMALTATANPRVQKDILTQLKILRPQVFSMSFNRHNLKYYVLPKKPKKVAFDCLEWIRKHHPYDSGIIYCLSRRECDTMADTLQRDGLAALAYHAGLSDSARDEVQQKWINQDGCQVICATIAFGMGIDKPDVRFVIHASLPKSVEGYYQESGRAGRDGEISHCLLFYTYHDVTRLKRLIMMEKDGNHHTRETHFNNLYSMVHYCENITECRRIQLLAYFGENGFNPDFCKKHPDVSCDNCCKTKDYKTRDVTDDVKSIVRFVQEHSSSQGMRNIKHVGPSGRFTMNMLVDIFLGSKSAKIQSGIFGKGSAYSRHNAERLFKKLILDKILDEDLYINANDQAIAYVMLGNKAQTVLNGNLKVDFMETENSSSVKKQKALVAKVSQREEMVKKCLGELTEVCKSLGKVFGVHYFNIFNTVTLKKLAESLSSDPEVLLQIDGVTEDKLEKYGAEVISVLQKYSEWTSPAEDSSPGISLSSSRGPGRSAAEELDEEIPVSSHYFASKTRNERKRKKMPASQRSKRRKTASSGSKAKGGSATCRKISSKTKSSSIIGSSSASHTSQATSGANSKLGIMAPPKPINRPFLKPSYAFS
G9a block – inhibitors of human histone lysine methyltransferase G9a. G9a H3K9 monomethylation, AlphaScreen, 2 h. hit rate 8.8% among 350,000. Potency, µM (titrated, usually from 102 µM), for the others: at the top dose activity, negative = inhibition, usual class: inhibitors; further: on the % scale 0 is the no-effect control and ±100 the full control effect; nearly all actives have a fitted effect of over 75% in size
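Enzyme 20 nM + cpd, 15 min RT; add b-H3K9 pep 500 nM / SAM 20 uM; 2 h RT; anti-H3K9me1 Ab 0.5 ug/mL + SA donor / anti-rabbit acceptor beads 20 ug/mL each, 10 min; AlphaScreen read.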
POLB inh – blocks human DNA polymerase beta activity; Potency, µM (titrated, usually from 114 µM), for the others: top-dose activity change, negative = inhibition, most hits filed as inhibitors; Pol beta primer extension/strand displacement, fluorescence kinetic; hit rate 1.3% among 340,000; P06746; further: on the % scale 0 is the no-effect control and ±100 the full control effect
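Reaction started by 50 nM substrate onto compound-treated Pol beta (10 nM, 15 min preincubation, room temperature); plates read at 0 min and 10 min. Normalized concentration-effect data fitted by four-parameter Hill equation.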
JMJD2A Tudor – inhibitors of human JMJD2A Tudor domain. Potency, µM (series often up to 114 µM), without a hit: at the highest dose activity change, negative = inhibition, actives largely listed as inhibitors. AlphaScreen JMJD2A-Tudor / H3K4me3 peptide binding. hit rate 4.4% among 390,000. O75164; further: on the % scale 0 is the no-effect control and ±100 the full control effect; nearly all actives have a fitted effect of over 50% in size
POLH inh – DNA polymerase eta (human) inhibition; recombinant Pol eta, fluorescent DNA replication assay; hit rate 1.2% among 390,000; Potency, µM (doses to about 114 µM), for the others: at the highest dose activity change, negative = inhibition, actives largely listed as inhibitors; Q9Y253; further: on the % scale 0 is the no-effect control and ±100 the full control effect
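Fluorescent replication assay: 50 nM final substrate added after a 15 min room-temperature compound preincubation with 10 nM enzyme. Signal taken at 0 min and again at 10 min.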
* = called active by the depositor; u = inconclusive; x = not tested or not shown; & = joins results of further samples; [ ] = another dose, or the depositor's remark. The call rests on the fitted dose curve; in most records, active means well fitted curve in the direction sought with a large enough effect; inconclusive means small, poorly fitted or top-dose-only effect, or another doubt; inactive means no such curve, though single readings can be large; an effect the other way counts as inactive or inconclusive. Potency means the concentration at half of the fitted maximal effect.

Value order – BAZ2B inh | POLI inh | Pol kappa inh | APE1 inh | BLM helicase inh | G9a block | POLB inh | JMJD2A Tudor | POLH inh
1) CC(=O)Nc1ccc(-c2nnc(SCC(=O)n3c4c(c5ccccc53)CCCC4)n2C)cc1
  -15.7% | 23.5% | -4.5% | 4.2% | -1.4% | -26.1%[12.7 µM] | u | -16.0% | -13.2%
2) CCc1c(C)sc2c1CCN(C(=O)Nc1cc(C)ccc1OC)C2c1ccc(F)cc1 (configuration not stated)
  0.4% | 16.5% | -6.9%[60.1 µM] | x | -1.2% | -1.5%[59 µM] | -1.0% | -23.2% | -17.7%
3) O=C(Nc1nc(-c2cccc([N+](=O)[O-])c2)cs1)c1cccc([N+](=O)[O-])c1C(=O)O
  u | -26.3% | -7.4% | -4.7% | -2.3% | 8.7%[12.7 µM] | -2.1% | -26.6% | 1.3%
4) COc1ccc(OC)c2sc(N3CCN(C(=O)c4ccc([N+](=O)[O-])s4)CC3)nc12
  u | u | -5.6% | 0.5% | x | 35.5µM* | x | u | u
5) CC1CCN(S(=O)(=O)CCNC(=O)c2ccccc2)CC1
  -4.9% | 20.7% | -7.4% | 23.9% | x | 8.9% | x | -13.6% | -12.9%
6) COCCCNCC(=O)Nc1ccc(OC(F)(F)F)cc1
  u | 53.4%[activator] | -11.3% | -3.4% | -8.7% | 8.91µM* | 9.8% | 2.82µM* | -25.9%
7) CCN1CCCc2cc(CN(CCN3CCOCC3)C(=S)Nc3cccc(Cl)c3)ccc21
  7.08µM* | -7.6% | 1.2% | -3.8% | -8.6% | u | -0.7% | 11.2µM* | -16.1%
8) CCC(=O)Nc1ccc(/C(C)=N\NC(=O)c2ccc(C)s2)cc1
  5.8% | -4.5% | 0.6% | -5.1% | -7.4% | 4.8% | 7.1% | 13.0% | -16.8%
9) CC(=O)Nc1ccc(/C=N/NC(=O)c2cccs2)cc1
  5.9% | 63.9%[activator] | 0.8% | -1.4% | -0.7% | -2.4% | 4.6% | -10.1% | 13.1%
10) CN(C)CCCOC(=O)COc1ccc(Br)cc1
  -5.2% | u | -9.1% | -0.4% | 1.0% | 5.0% | 26.7% | -13.3% | -13.6%
11) CC(C)CN1C(=O)c2ccc(C(=O)Nc3nccs3)cc2C1=O
  0.2% | 7.2% | -18.6% | 5.7% | 1.5% | 51.8%[activator][59 µM] | 2.7% | -5.4% | -12.6%
12) CCOc1cccc2cc(C(=O)N3CC(C)OC(C)C3)c(=O)oc12 (configuration not stated)
  -2.8% | 12.5% | -5.8% | 13.5% | 3.2% | 13.6% | 3.3% | -0.7% | -9.4%
13) COc1ccc(-c2nnc(SCC(=O)N3CCC(Cc4ccccc4)CC3)o2)cc1OC
  -2.4% | 3.3% | 8.1% | 1.8% | -2.2% | -5.8% | -11.8% | -23.1% | -0.1%
14) COc1ccc(N2CCN(C(=O)C(Cc3ccccc3)n3cccc3)CC2)cc1 (configuration not stated)
  28.2µM* | 1.0% | -11.4% | 2.8% | -7.1% | 39.8µM* | -0.1% | 56.2µM* | -20.3%
15) Cc1ccc(C)c(NC(=S)N2CCN(Cc3ccccc3)CC2)c1
  -5.6% | 20.5% | 6.1%[60.1 µM] | 1.3% | 7.0% | 49.1%[activator][12.7 µM] | 4.2% | -12.0% | 3.1%

G9a block, what is marked active above.
#	Structure	BAZ2B inh	POLI inh	Pol kappa inh	BLM helicase inh	G9a block	JMJD2A Tudor	POLH inh
4	COc1ccc(OC)c2sc(N3CCN(C(=O)c4ccc([N+](=O)[O-])s4)CC3)nc12	u	u	-5.6%	x	35.5µM*	u	u
6	COCCCNCC(=O)Nc1ccc(OC(F)(F)F)cc1	u	53.4%[activator]	-11.3%	-8.7%	8.91µM*	2.82µM*	-25.9%
14	COc1ccc(N2CCN(C(=O)C(Cc3ccccc3)n3cccc3)CC2)cc1 (configuration not stated)	28.2µM*	1.0%	-11.4%	-7.1%	39.8µM*	56.2µM*	-20.3%

Carrying on:
Value order – BAZ2B inh | POLI inh | Pol kappa inh | APE1 inh | BLM helicase inh | G9a block | POLB inh | JMJD2A Tudor | POLH inh
16) COc1ccc(-c2ncc3ccccn23)cc1OC
  31.6µM* | 11.4% | -6.8% | -6.1% | -5.2% | 14.1µM* | 8.7% | 3.55µM* | -15.0%
17) O=S(=O)(c1cccs1)N1CCC(CO)(Cc2cccc(F)c2)CC1
  -5.6% | 249.3%[activator] | -13.4% | 2.3% | -0.7% | x | 2.4% | 1.5%[57.1 µM] | u
18) CN(Cc1ccccc1)C(=O)c1cccc(N2C(=O)NC3CC2(C)Oc2ccccc23)c1 (configuration not stated)
  -27.2% | 9.4% | 5.8% | -7.2% | 0.3% | -5.4%[59 µM] | -1.2% | -7.9% | -12.4%
19) CCc1ccc(CNCc2cccs2)cc1
  -6.7% | 68.7%[activator] | -2.3% | 10.4% | 0.4% | x | 23.7% | -10.7% | -13.0%
20) O=S(=O)(c1ccc(-n2cnnn2)cc1)N1CCN(c2ccccc2F)CC1
  -3.7%&0.8% | -7.2%&16.5% | -2.1%&1.1% | -8.5% | -1.3%&2.6% | -9.5%[0.501 µM] | -22.4%&0.2% | -12.2%&-5.7% | -1.3%&-15.0%
21) Cc1ccc(NC(=S)N2CCC(NC(=O)c3ccccc3)CC2)cc1
  -0.5% | 12.7% | -9.6% | 36.7% | -2.3% | 23.9% | 12.9% | -7.1% | -6.5%
22) Fc1ccc(-c2cnn3c(-c4ccncc4)ccnc23)cc1
  u | 61.5%[activator] | -2.5% | -6.7% | -7.7% | -4.9%[12.7 µM] | 0.2% | -30.5% | -12.1%
23) CCOc1ccccc1N1CCN(C(=S)NC(=O)C23CC4CC(CC(C4)C2)C3)CC1
  u | -2.7% | 0.2% | -0.9% | -3.7% | 16.5%[59 µM] | -3.8% | -24.2% | -18.7%
24) Cc1nc(NC(=O)c2cc3c(C)nn(-c4ccccc4)c3s2)sc1C(=O)Nc1ccccc1
  5.2% | 22.2% | -24.0% | -0.5% | -7.0% | 22.6%[12.7 µM] | 16.0% | -13.5% | u
25) Cc1cc(S(=O)(=O)Nc2cc3c(cc2C)n(C)c(=O)c(=O)n3C)ccc1F
  -13.4% | 14.4% | -12.5% | x | 3.9% | 12.9%[59 µM] | 4.4% | -10.0% | -6.0%
26) COc1ccc2nc(NC(=O)CSc3nnc(C)s3)sc2c1
  -4.9% | 8.0% | -19.3% | 2.7% | 0.4% | 4.0% | 29.6% | 0.7% | -6.0%
27) COc1ccccc1N1CCN(C(=S)Nc2ccc(F)cc2)CC1
  22.0% | -55.9% | -28.8% | 0.7% | -7.8% | x | 14.4% | -26.7% | u
28) COC(=O)c1ccc2[nH]c(C)c(CN3CCCC3)c(=O)c2c1
  3.4% | 18.4% | -2.6% | -2.8% | 29.1% | -12.3% | -19.8% | 10.3% | -8.3%
29) O=C(C1CC=CCC1)N1CCN(C(=O)C2CC=CCC2)CC1 (configuration not stated)
  9.5% | u | 1.3% | 21.5% | 5.0% | 8.6%[59 µM] | 0.4% | 3.8%[11.4 µM] | 1.3%
30) Cc1ccc(C)c(N2CCN(C(=O)CN3C(=O)c4ccccc4C3=O)CC2)c1
  u | 10.3% | 1.3% | -4.1% | -3.1% | 13.7%[59 µM] | 18.8% | -8.4% | -7.5%

Additional records.
Value order – BAZ2B inh | POLI inh | Pol kappa inh | APE1 inh | BLM helicase inh | G9a block | POLB inh | JMJD2A Tudor | POLH inh
31) CSc1nc(NCCN(C)C)c2sc3nc(-c4ccco4)c4c(c3c2n1)CCC4
  x | u | -4.9% | x | x | x | x | 89.1µM* | u
32) CC1(C)Cc2nc3sc4c(SCC(=O)NC(c5ccccc5)c5ccccc5)ncnc4c3cc2CO1
  -2.3% | 0.1% | -13.8% | -3.7% | -4.6% | -44.5%[59 µM] | 41.6% | -6.2% | u
33) O=C(CN1C(=O)COc2ccccc21)N(Cc1ccc2c(c1)OCO2)CC1CCCO1 (configuration not stated)
  11.9% | 15.3% | -4.9% | -0.8% | -3.0% | 21.1% | 10.5% | -16.0% | 3.1%
34) CC(=O)c1cccc(S(=O)(=O)Nc2cccc(S(=O)(=O)NC3=NCCC3)c2)c1
  9.5% | -1.1% | -8.4% | 1.6% | 2.3% | 16.8%[59 µM] | 24.9% | -6.1% | -7.1%
35) Cc1ccc(C)c(NC(=O)CSc2nnc([C@@H](N)Cc3ccccc3)o2)c1
  -28.9% | -15.0% | 1.5% | -5.0% | -1.9% | u | 17.8% | -16.4% | -13.4%
36) COc1ccc(-c2nn(C)c3sc(C(=O)N4CCN(c5cccc(C)c5C)CC4)cc23)cc1OC
  x | 19.7% | -3.2% | x | -10.0% | -3.6%[59 µM] | 17.6% | -20.3% | -10.9%
37) Cc1ccc(C2c3c(oc4ccccc4c3=O)C(=O)N2c2ccc(C)cn2)cc1 (configuration not stated)
  -1.8% | 26.6% | -5.2% | x | -0.6% | u | 12.5% | -13.7% | -3.3%
38) O=C(Nc1ccc(C2CC2(Cl)Cl)cc1)c1cccc([N+](=O)[O-])c1 (configuration not stated)
  u | 113.2%[activator] | -13.1% | 12.0% | -14.1% | 5.6% | -6.1% | -29.1% | 2.3%
39) COc1cccc(CNC(=O)Cc2c(C(=O)O)c(C)cn2C)c1
  -23.3% | 5.3% | -3.5%[60.1 µM] | x | -2.6% | 6.4%[59 µM] | 2.9% | -12.0% | -17.9%
40) CC(C)c1ccc2oc(-c3cccc(NC(=O)c4ccc5c(c4)OCCO5)c3)nc2c1
  6.3% | u | u | x | -8.1% | 2.4%[59 µM] | -1.7% | 2.1% | -17.4%
41) O=c1c(-c2ccc(F)cc2)nc2cnc(N3CCNCC3)nc2n1Cc1ccc(F)cc1
  x | x | -4.1%[60.1 µM] | -5.8% | -3.7% | 8.2%[0.501 µM] | x | x | x
42) CCCCOc1cc(NCc2ccccc2)c2ncn(C(C)C)c2c1
  x | u | -22.7% | 22.0% | x | x | x | 39.8µM* | -19.3%
43) O=S(=O)(c1cccc2ccccc12)N1CCSC1
  -0.2% | 7.7% | -8.8% | 6.0% | -3.0% | 7.3%[59 µM] | -19.0% | 3.5% | -1.8%

This is a subset, so the mix of outcomes need not match the whole.
